Screening results (PubChem BioAssay)
MOR-DOR ag: OPRM1-OPRD1 heterodimerization agonism. cells, luminescence. activation, % at 9.3 µM. 340,000 tested, 0.3% active. P35372+P41143. AID 504326; in the data active means activation above about 18%;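 further: 0% = vehicle-treated cells and 100% = reference agonist; values of inactives mirror those of a sister screen read the other way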
C-LANA FP: inhibitors of KSHV LANA C-terminal domain DNA binding | inhibition, % at 9 µM | 340,000 tested, 0.078% active | MBP-C-LANA/FAM-LBS DNA binding, fluorescence polarization | AID 504423;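 active means highest replicate inhibition at or above 60% at 9 µM, even if other replicates fall short; inactive means all replicates below 60% inhibition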;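 further: 0% = neutral control wells and 100% = 4 µM acridine orange control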
Wnt bcat act: Wnt/beta-catenin pathway activation; Wnt/beta-catenin reporter cell assay, activator, plate reader; activation, % at 9.35 µM; 300,000 tested, 1.2% active; in the data active means activation above about 30%, passing the limit was not always enough;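 further: 0% = neutral control wells and 100% = positive control wells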
Keap1-Nrf2 PPI: inhibitors of human Keap1-Nrf2 protein-protein interaction; 340,000 tested, 0.15% active; inhibition, % at 9.4 µM; Keap1 Kelch-Nrf2 peptide fluorescence polarization, 1536-well; in the data active means inhibition above about 12%;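 further: human Keap1 Kelch domain with fluorescein labeled Nrf2 9mer peptide probe; 0% = neutral control wells and 100% = peptide positive control; higher means more block of Keap1 binding to Nrf2 peptide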
Target sequence (Q14145 whole entry, looked up, the tested form may be a part): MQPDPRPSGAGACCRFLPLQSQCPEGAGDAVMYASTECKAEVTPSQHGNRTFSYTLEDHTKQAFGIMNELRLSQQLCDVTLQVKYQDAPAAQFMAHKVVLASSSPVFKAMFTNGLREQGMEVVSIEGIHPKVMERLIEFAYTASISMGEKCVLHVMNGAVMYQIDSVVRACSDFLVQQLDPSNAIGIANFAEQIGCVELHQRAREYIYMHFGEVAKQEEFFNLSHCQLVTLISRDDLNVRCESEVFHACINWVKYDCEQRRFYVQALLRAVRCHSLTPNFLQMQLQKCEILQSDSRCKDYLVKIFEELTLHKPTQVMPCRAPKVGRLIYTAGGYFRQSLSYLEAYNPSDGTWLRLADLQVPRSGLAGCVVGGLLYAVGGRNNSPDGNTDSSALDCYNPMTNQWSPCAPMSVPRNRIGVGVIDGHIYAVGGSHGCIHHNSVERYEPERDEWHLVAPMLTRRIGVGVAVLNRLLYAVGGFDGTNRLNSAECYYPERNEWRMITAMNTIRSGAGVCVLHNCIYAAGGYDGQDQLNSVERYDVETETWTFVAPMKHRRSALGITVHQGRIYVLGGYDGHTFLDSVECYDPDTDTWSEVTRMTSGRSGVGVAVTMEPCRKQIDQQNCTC
V-ATPase pH: regulators of yeast V-ATPase proton transport; S. cerevisiae, pHLuorin cytosolic pH fluorescence; 350,000 tested, 0.37% active; response, % at 10 µM; AID 504577; in the data active means response mostly above about 7.3%, no sharp cut-off; inactive means mostly below about 5.4%; further: actives read high; inactives centre near 0; some compounds called inactive have numbers as strong as hits; reference of the scale not given here
Cardiac RTF inh: cardiac RTF calcium desensitization. P19429+P45379. IANBD-labeled cardiac RTF, Ca2+ fluorescence. inhibition, % at 7.15 µM. 340,000 tested, 0.12% active;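 active means inhibition above the mean inhibition of all tested compounds plus 3 SD, cut at about 17% in these data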;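 further: assay run at fixed EC70 calcium of 1.6 mM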
OPRM1-OPRD1 inv: inverse agonists of human mu-delta opioid receptor heterodimerization | cell-based MOR-DOR heterodimer luminescence, inverse agonism | inhibition, % at 9.3 µM | 340,000 tested, 0.21% active; in the data active means inhibition above about 22%, passing the limit was not always enough;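 further: 0% = cells with DMSO and 100% = wells without cells with DMSO; values of inactives mirror those of a sister screen read the other way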
Arrestin-AP2 inh: human beta-arrestin and AP2 interaction inhibition. inhibition, % at 10 µM. AID 504490. 340,000 tested, 0.31% active. FITC-arrestin peptide / GST-AP2 beads, flow cytometry; AP2 beta2 appendage carries R879A mutation;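 active means inhibition above a set limit, near 3 SD of compounds lacking own fluorescence, cut at about 54% in these data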;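 further: plate controls were DMSO wells for no effect and 5 µM unlabelled arrestin peptide for full effect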
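system = GST-tagged AP2 beta2-adaptin appendage (R879A) on 4 µm glutathione beads | reagent = FITC-labelled arrestin peptide probe, 50 nM final | schedule = compound with beads 12 min RT, then probe 1 h RT | signal = HyperCyt-sampled flow cytometry, FL1 channel, ex 488/em 535 nm | read-out = percent response from loss of bead-bound FITC fluorescence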
Pemphigus Ab inh: inhibitors of pemphigus antibody binding to human desmoglein-3. 310,000 tested, 0.48% active. AID 588358. binding (percent of control), % at 10 µM. DSG3-coupled beads, scFv-anti-DSG3-GFP binding, flow cytometry; hits give low values;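 active means binding more than 3 SD below its plate's average and above zero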;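 further: hits lower antibody fragment binding to DSG3; some compounds called inactive have numbers as strong as hits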
RTF Ca sens act: cardiac RTF calcium sensitization. IANBD-labeled TnC RTF fluorescence at EC20 calcium; 0% EC20 calcium, 100% full calcium. AID 493008. 340,000 tested, 0.24% active. activation, % at 7.2 µM. P19429+P45379;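 active means activation above the mean over all tested compounds plus 3 SD, cut at about 30% in these data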;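 further: rise in fluorescence read as greater calcium sensitivity of cardiac thin filaments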
Active calls of the source: *; . = no result given.

(1) CCOc1ccc(C(=O)NCC(=O)OCc2cc(C(C)=O)ccc2OC)cc1
(2) CCOC(=O)COc1ccccc1C(=O)c1cnn(-c2ccccc2)c1
(3) N#Cc1ccc(/C=C/C(=O)c2ccccc2)cc1
(4) O=c1c2ccccc2sn1-c1ccc(S(=O)(=O)N2CCCC2)cc1
(5) C(=N\n1cnnc1)/c1cn(-c2cccs2)nc1-c1ccccc1
(6) C/C(=N\O)c1cc(Cl)ccc1O
(7) O=C(CSc1nnnn1-c1ccc2c(c1)CCC2)Nc1ccc2c(c1)OCCO2
(8) CCOC(=O)NC(CC(=O)O)c1ccc(OCC)cc1 (centres undefined)

Compound	1	2	3	4	5	6	7	8
MOR-DOR ag	-4.1	-4.1	-3.5	-0.2	2.7	0.1	0.8	-1.5
C-LANA FP	0.2	1.3	0.4	-0.5	-1.8	0.1	0.3	1.3
Wnt bcat act	8	3	2	.	13	-3	4	.
Keap1-Nrf2 PPI	-10	-2	-1	-5	1	1	-1	-1
V-ATPase pH	3	1	-4	-2	1	4	2	0
Cardiac RTF inh	-1	-6	-4	-1	-1	4	14	-3
OPRM1-OPRD1 inv	20	19	18	1	-16	0	-5	8
Arrestin-AP2 inh	5	-2	2	17	5	-6	29	33
Pemphigus Ab inh	82	104	93	62*	95	93	101	96
RTF Ca sens act	3	0	-4	-9	2	-2	-4	5

The closing 4 entries of the section above come first, to join the parts:
(5) C(=N\n1cnnc1)/c1cn(-c2cccs2)nc1-c1ccccc1
(6) C/C(=N\O)c1cc(Cl)ccc1O
(7) O=C(CSc1nnnn1-c1ccc2c(c1)CCC2)Nc1ccc2c(c1)OCCO2
(8) CCOC(=O)NC(CC(=O)O)c1ccc(OCC)cc1 (centres undefined)
(9) CC(C)(C)NC(=O)CSc1ncnc2c1cnn2-c1ccccc1
(10) O=C(c1ccccc1)c1c(-c2ccccc2)[nH]n(-c2ccccc2)c(=O)c1=O
(11) Cc1ccc(C)c(S(=O)(=O)Nc2nc3ccc(S(N)(=O)=O)cc3s2)c1
(12) CC(=O)Nc1ccc(S(=O)(=O)N2CCC(C(=O)NC3CCCC3)CC2)cc1
(13) FC(F)(F)c1cccc(NC(=S)N2CCCCCC2)c1
(14) Cc1cc(-c2n[nH]c(=S)n2Cc2ccco2)n(C)n1
(15) O=C(NC(=S)N1CCN(c2nc(-c3ccccc3)cs2)CC1)c1cccnc1
(16) CC(=O)Nc1ccc(C2C(=O)c3ccccc3C2=O)cc1

Compound	5	6	7	8	9	10	11	12	13	14	15	16
MOR-DOR ag	2.7	0.1	0.8	-1.5	-1.1	0.4	-1.3	-0.3	-2.6	-4.2	0.2	0.3
C-LANA FP	-1.8	0.1	0.3	1.3	-0.7	-1.3	0.5	1.3	-0.2	1.2	1.6	-0.1
Wnt bcat act	13	-3	4	.	4	-2	-14	2	1	3	1	-3
Keap1-Nrf2 PPI	1	1	-1	-1	0	-5	0	5	-6	-2	-4	2
V-ATPase pH	1	4	2	0	4	-3	0	-2	-1	5	1	-1
Cardiac RTF inh	-1	4	14	-3	-5	-2	-9	1	-13	-1	-4	-4
OPRM1-OPRD1 inv	-16	0	-5	8	5	-2	7	2	13	22	-1	-1
Arrestin-AP2 inh	5	-6	29	33	-4	-10	24	-15	22	-4	-11	7
Pemphigus Ab inh	95	93	101	96	105	116	103	.	97	108	100	98
RTF Ca sens act	2	-2	-4	5	-4	0	4	3	-1	0	1	-5

(17) COc1ccc(-n2cc(CNCC3CC(=O)N(C4CC4)C3)c(-c3ccccc3Cl)n2)cc1 (centres undefined)
(18) CCn1cc(CNC(=O)CC2C(=O)NCCN2CC(c2ccccc2)c2ccccc2)cn1 (centres undefined)
(19) CSc1nsc(SC)c1NC(=O)OCC1CCCO1 (centres undefined)
(20) COc1ccc(S(=O)(=O)NCc2cccnc2)cc1NC(=O)c1ccccc1C
(21) CC(=O)c1ccccc1C(=O)N1CCCC(CNC(=O)c2ccccc2Cl)C1 (centres undefined)
(22) O=C1c2ccsc2SCCN1Cc1cccc(F)c1
(23) CCN1CCN(c2ccc(S(=O)(=O)N3CCOCC3)cc2NC(=O)CCC(C)C)CC1
(24) COc1cccc(-c2ncc3ccccc3c2COC(=O)N(C)C)c1

Compound	17	18	19	20	21	22	23	24
MOR-DOR ag	-2.7	-2.2	0.2	-1.6	0.2	-2.4	0.7	-2.6
C-LANA FP	-1.0	2.6	-2.8	-1.7	0.0	7.1	0.2	-0.1
Wnt bcat act	0	5	-2	-1	5	3	-2	9
Keap1-Nrf2 PPI	-3	-3	0	-4	2	-3	1	-1
V-ATPase pH	-1	-3	8	2	1	-1	-2	1
Cardiac RTF inh	6	-2	-2	0	-1	-1	-6	-12
OPRM1-OPRD1 inv	13	11	-1	9	-1	11	-4	14
Arrestin-AP2 inh	8	11	18	16	6	5	26	-5
Pemphigus Ab inh	100	108	100	97	100	110	105	106
RTF Ca sens act	-2	6	-5	-2	-3	6	3	-1

(25) C=CCN1C(=O)CSc2ccc(C(=O)N3CCC(C)CC3)cc21
(26) CC(=O)N(Cc1cc(=O)[nH]c2ccccc12)c1ccc(C)cc1C
(27) COn1c(=O)c(-c2ccc(C)cc2)[n+]([O-])c2ccccc21
(28) Cc1ccc(-c2noc(CCC(=O)Nc3cccc(C#N)c3)n2)cc1
(29) CCOc1ccc(OCCC(=O)Nc2ccc(F)cc2C)cc1
(30) NC(=O)NCCc1ccccc1
(31) Cc1ccc(/C=N/c2sc3c(c2C#N)CCC3)o1
(32) COc1cc(C(CCN2CCOCC2)c2c(OC)cc(OC)c3c2OC(=O)CC3c2ccc(N(C)C)cc2)cc(OC)c1OC (centres undefined)

Compound	25	26	27	28	29	30	31	32
MOR-DOR ag	-2.1	-1.9	-0.3	0.8	1.1	-2.7	-3.6	3.7
C-LANA FP	0.0	0.9	-0.9	1.9	-0.4	1.8	2.1	1.1
Wnt bcat act	.	0	1	.	0	-2	.	11
Keap1-Nrf2 PPI	3	-3	1	-4	-6	1	-1	-5
V-ATPase pH	1	0	-7	-8	0	-1	-3	-1
Cardiac RTF inh	-5	-6	-14	-8	-19	-1	1	-1
OPRM1-OPRD1 inv	11	11	1	-3	-6	15	18	-20
Arrestin-AP2 inh	1	11	35	-3	5	4	30	4
Pemphigus Ab inh	105	94	89	107	105	105	104	111
RTF Ca sens act	-2	-6	1	-3	14	3	-1	4

(33) c1nc(N2CCCCCC2)c2[nH]cnc2n1
(34) CC(C)(O)C#Cc1ccc(C(=O)NC2CCCCC2)s1
(35) Cc1ccc(-c2nnn(CC(=O)N(c3ccccc3)C(C(=O)NCC3CCCO3)c3ccc(F)cc3)n2)o1 (centres undefined)
(36) Cc1cc(F)ccc1Oc1cc(NN2CCCCC2)c([N+](=O)[O-])cc1[N+](=O)[O-]
(37) CC(C)(C)c1ccc(C(=O)NCC(=O)N/N=C/c2ccccc2OCC(=O)O)cc1
(38) Cc1ccn2c(Nc3ccc4c(c3)OCO4)c(-c3ccccn3)nc2c1
(39) CCOC(=O)C1CCN(CC(=O)c2ccc(O)c(C)c2O)CC1
(40) COC(=O)c1nnn(CC(=O)Nc2cccc(Cl)c2)c1C(=O)OC

Compound	33	34	35	36	37	38	39	40
MOR-DOR ag	-0.5	1.1	-1.0	-1.5	-3.3	-3.1	-1.2	0.3
C-LANA FP	-0.8	-1.7	-5.3	0.1	-3.3	3.0	-0.4	0.8
Wnt bcat act	-4	7	-6	-3	0	17	-2	-1
Keap1-Nrf2 PPI	2	0	3	-1	-5	1	4	-1
V-ATPase pH	2	8	-2	0	0	-1	-5	-1
Cardiac RTF inh	-8	-18	-8	-23	-7	-27	0	-2
OPRM1-OPRD1 inv	3	-6	5	8	17	17	6	-1
Arrestin-AP2 inh	21	6	66*	1	-17	33	0	8
Pemphigus Ab inh	104	98	106	101	73	92	125	102
RTF Ca sens act	8	10	-4	2	4	4	-4	-2

(41) Cc1nc(N2CCN(c3ccccn3)CC2)c2c(C)c(C(=O)Nc3ccc(Cl)cc3)sc2n1
(42) CCOC(=O)c1c(/N=C/N(C)C)sc2c1CCC2
(43) Cc1cccc2c(SCC(=O)NCC3CCCO3)nc(-c3ccc(F)cc3)nc12 (centres undefined)
(44) Cc1cccc(C)c1NC(=O)CS(=O)CC(=O)NC1CCN(Cc2ccccc2)CC1 (centres undefined)
(45) O=C(Nc1ccccc1C(=O)Nc1ccccn1)c1ccc([N+](=O)[O-])cc1
(46) COc1ccc(NC(=O)COc2cccnc2[N+](=O)[O-])cc1OC
(47) NC(=O)c1ccc[n+](CCC[n+]2cccc(C(N)=O)c2)c1
(48) O=C(COc1ccc(C(=O)NCC2CCCO2)cc1)Nc1cccc(C(F)(F)F)c1 (centres undefined)

Compound	41	42	43	44	45	46	47	48
MOR-DOR ag	-3.1	-1.6	-2.3	-1.1	2.0	0.4	0.4	2.1
C-LANA FP	3.2	0.5	-0.1	-1.4	-0.3	-0.3	1.3	1.9
Wnt bcat act	-4	-3	.	18	-1	0	.	-4
Keap1-Nrf2 PPI	-3	3	-5	-2	-1	-1	-3	1
V-ATPase pH	-2	2	-1	-1	5	-1	-1	0
Cardiac RTF inh	3	-2	7	-3	6	1	-11	-7
OPRM1-OPRD1 inv	16	8	13	7	-9	-2	-2	-13
Arrestin-AP2 inh	28	5	11	0	12	-8	-5	5
Pemphigus Ab inh	.	100	82	102	.	.	93	97
RTF Ca sens act	-1	1	2	-8	3	-3	6	0

(49) O=C(c1cc(-c2ccccc2)on1)N1CCN(c2ccccc2)CC1
(50) CCCCn1c(N)c(N(CC(C)C)C(=O)c2ccc(N3C(=O)CCC3=O)cc2)c(=O)[nH]c1=O
(51) COc1ccccc1NC(=O)N1CCCC(c2nc3c(nnn3Cc3ccc(C)cc3)c(=O)[nH]2)C1 (centres undefined)
(52) CCCC(=O)N(c1ccc(F)cc1)C1C=CS(=O)(=O)C1 (centres undefined)
(53) Cc1ccc(C(=O)NCC(=O)OCC(=O)Nc2cc(S(=O)(=O)N3CCOCC3)ccc2Cl)s1
(54) COc1ccccc1-n1cnnc1SCC(=O)NC1CCS(=O)(=O)C1 (centres undefined)
(55) Cc1cccc(C(=O)NC(C(=O)Nc2ccccc2N2CCOCC2)C(C)C)c1 (centres undefined)
(56) Cc1cc(C)cc(NC(=S)NCCSc2ccc(Cl)cc2)c1
(57) COc1ccc2cc3c(N)nn(C(=O)c4cccc([N+](=O)[O-])c4)c3nc2c1

Compound	49	50	51	52	53	54	55	56	57
MOR-DOR ag	-0.5	0.1	-2.9	-1.9	-3.1	0.6	-0.1	0.7	3.0
C-LANA FP	-0.2	0.5	-1.1	1.1	1.7	-1.9	-0.4	-0.5	-0.2
Wnt bcat act	13	1	-3	-1	-5	-1	0	-8	-6
Keap1-Nrf2 PPI	-2	-2	0	-4	3	-1	4	3	-4
V-ATPase pH	-1	0	2	-5	1	2	-1	2	6
Cardiac RTF inh	-7	-2	1	8	-3	-10	8	0	5
OPRM1-OPRD1 inv	3	-1	15	10	12	-3	0	-4	-18
Arrestin-AP2 inh	-6	17	3	16	-12	38	16	5	7
Pemphigus Ab inh	103	97	104	82	.	99	106	95	96
RTF Ca sens act	1	8	2	-3	-4	7	-1	-5	-4
